H1N1 NS1A inhibition: H1N1 influenza NS1A inhibitors, functional cell based assay (AID 504329); inhibition, % at 12.5 µM, or IC50 in µM where a hit was titrated; 0.3% of 340,000 active; NS1A functional cell-based assay, percent inhibition; higher % means a stronger effect; in the data active = a potency from the dose series; inconclusive = inhibition above about 27% without an active follow-up result; note: strong numbers were not always called active
PhoP GFP inhibition: PhoP regulon inhibitors, Salmonella typhi PhoP promoter GFP reporter, confirmatory (AID 1850); Salmonella Typhi PhoP-promoter GFP reporter, fluorescence, 4 h; higher % means a stronger effect; one-dose inhibition, % at 50 µM; IC50 in µM for titrated hits; 0.33% of 310,000 active; in the data active = a potency from the dose series; inconclusive = inhibition mostly from about 25% at the one dose, without a potency; inactive = the rest, 99 in 100 with inhibition below about 19%;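 note: 0% = induced wells with vehicle and 100% = uninduced wells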
VEEV TC-83 Vero: inhibitors of VEEV TC-83 cytopathic effect, confirmation, Vero cells (AID 588727). one-dose inhibition, % at 20 µM; IC50 in µM for titrated hits. 0.13% of 350,000 active. Vero cells, VEEV TC-83 cytopathic effect inhibition; higher % means a stronger effect; in the data active = a potency from the dose series; inconclusive = inhibition mostly from about 14% at the one dose, without a potency; inactive = the rest, 99 in 100 with inhibition below about 12%; note: strong numbers were not always called active
M. tuberculosis HTS: M. tuberculosis growth inhibition, HTS (AID 449762); M. tuberculosis H37Rv growth inhibition, 7H9 media; higher % means a stronger effect; inhibition, % at 25 µM; hits with a dose series show IC50 in µM; 0.59% of 330,000 active; in the data active = a potency from the dose series; inconclusive = inhibition above about 70% without an active follow-up result;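 note: bacterial growth assessed after seven days of incubation; strong numbers were not always called active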
tuberculosis growth: growth inhibition of non-replicating M. tuberculosis (AID 488890) | one-dose inhibition, % at 25 µM; IC50 in µM for titrated hits | 0.39% of 320,000 active | Mycobacterium tuberculosis non-replicating, growth inhibition; higher % means a stronger effect; in the data active = a potency from the dose series; inconclusive = inhibition mostly from about 82% at the one dose, without a potency; inactive = the rest, 99 in 100 with inhibition below about 76%;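 note: plate controls were DMSO cells for no effect and high antibiotic wells for full effect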
Active calls of the source: *; i = inactive; ? = inconclusive; . = no result given.

No.	compound	H1N1 NS1A inhibition	VEEV TC-83 Vero	M. tuberculosis HTS	PhoP GFP inhibition	tuberculosis growth
1	COc1ccc(C2CC(=O)C(C3NCCc4ccccc43)=C(O)C2n2cncn2)cc1 (stereo not given)	-12.2%	0.8%	2.7%	-2.9%	8.5%
2	COc1cccc2sc(Nc3nnc(-c4ccccc4Cl)o3)nc12	28.8%	3.9%	46.2%	-10.9%	.
3	COC(=O)C1=C(c2cc3ccccc3o2)C[C@@H]2CC[C@H]1N2C(=O)NCc1ccc(F)cc1	2.0%	3.0%	7.7%	6.2%	15.7%
4	COc1cc(/C=C/c2nc3ccccc3c(=O)[nH]2)cc(Br)c1O	0.7%	1.0%	7.6%	-6.8%	-2.0%
5	COc1ccc(C(=O)NCc2nnc(SCC(=O)Nc3cc(Cl)ccc3OC)o2)cc1	-6.7%	2.0%	15.5%	-45.8%	-10.3%
6	COc1cc(OC)cc(C(=O)N(CN2CCCC2=O)c2ccccc2OC)c1	-1.2%	1.8%	1.3%	-8.4%	0.8%
7	NC(=O)c1ccc(OCCC(O)N2CC=C(c3ccc(F)cc3)CC2)cc1 (stereo not given)	2.6%	0.5%	-3.5%	1.6%	-0.8%
8	COCCSc1ccccc1C(=O)NCc1ccc(S(N)(=O)=O)cc1	0.8%	1.2%	0.7%	1.4%	-2.4%
9	O=C(CN1C(=O)NC2(CCCCC2)C1=O)Nc1ccc(F)cc1	1.0%	0.4%	-0.1%	4.1%	-3.1%
10	O=C1C2C3C=CC(C4CC34)C2C(=O)N1/N=C/c1ccc([N+](=O)[O-])s1 (stereo not given)	-3.1%	0.5%	?	-3.1%	?
11	O=C(Nc1ccc(Br)cc1F)c1ccc2c(c1)OCCO2	-2.1%	0.5%	-3.6%	-4.3%	10.2%
12	CC(C)C[C@H](NC(=O)N1CCN(c2ccccc2)CC1)C(=O)O	0.1%	0.4%	-3.1%	1.8%	5.8%
13	COc1ccccc1-c1nnc(SC(C)C(=O)NCC2CCCO2)n1C (stereo not given)	-0.7%	3.0%	.	.	.
14	O=S(=O)(/N=C(/c1ccccc1)N1CCOCC1)c1ccc(F)cc1F	-1.9%	2.8%	-14.5%	.	-1.7%
15	CC(OC(=O)c1ccccn1)C(=O)Nc1nc(-c2ccc(F)c(F)c2)cs1 (stereo not given)	0.7%	0.5%	9.3%	.	41.9%

No.	compound	H1N1 NS1A inhibition	VEEV TC-83 Vero	M. tuberculosis HTS	PhoP GFP inhibition	tuberculosis growth
16	O=S(=O)(NCc1ccccc1)c1ccccc1NCCc1ccccc1	-4.8%	1.1%	.	.	.
17	CC(C)c1nc2oc3c(=O)[nH]cnc3c2c2c1COC(C)(C)C2	-9.0%	1.5%	-2.2%	-9.5%	3.9%
18	O=C(Nc1ccc([N+](=O)[O-])cc1Br)c1cccnc1	-10.7%	1.7%	2.4%	-0.2%	30.7%
19	O=C(N/N=C/c1ccco1)c1cc(=O)[nH]c2ccccc12	-6.5%	2.5%	-10.4%	-4.2%	-3.2%
20	O=C(Nc1ccccc1)Nc1nnc(-c2ccccc2)o1	13.3%	3.1%	?	-8.3%	76.3%
21	CC(=O)c1c(C)[nH]c(C(=O)N2CCN(c3cc(Cl)ccc3C)CC2)c1C	1.6%	6.9%	-6.8%	3.8%	2.2%
22	COc1ccc(CC(=O)NCC2CCCN(Cc3cccc(SC)c3)C2)cc1 (stereo not given)	-0.3%	i	-0.4%	-2.2%	1.7%
23	C=CCOc1ccc(C2C(C(=O)c3cccs3)=C(O)C(=O)N2c2nnc(C)s2)cc1 (stereo not given)	7.5%	0.1%	3.7%	0.7%	33.0%
24	O=C(COC(=O)CNC(=O)c1cccc(F)c1)NCCC1=CCCCC1	-9.2%	1.4%	9.5%	-10.1%	66.8%
25	O=C(O)C/C(=C\c1cc(Cl)c2c(c1)OCO2)c1nc2ccccc2s1	2.2%	0.2%	-2.2%	-0.5%	25.1%
26	C[C@@H](CSc1ccccc1)CN1CC[C@H](C(C)(C)C)CCC1=O	-15.6%	0.9%	-1.2%	22.1%	25.7%
27	COc1cccc(-c2ccc(NC(=O)C3CCCN(Cc4cnn(C)c4C)C3)cc2)c1 (stereo not given)	7.1%	23.7%	3.1%	-11.8%	15.6%
28	COc1ccc(-c2cn(Cc3ccc(C(N)=O)cc3)c(-c3ccc(Cl)nc3)n2)cc1	7.0%	1.2%	44.9%	-2.1%	21.8%
29	O=C(c1c(F)cccc1F)N1CCN(c2ncccn2)CC1	-5.6%	i	-2.2%	0.7%	-1.0%
30	CCOC(=O)CN1C(=O)S/C(=C/C=C/c2ccc(N(C)C)cc2)C1=O	-7.1%	2.4%	55.3%	-1.8%	58.1%

No.	compound	H1N1 NS1A inhibition	VEEV TC-83 Vero	M. tuberculosis HTS	PhoP GFP inhibition	tuberculosis growth
31	N#Cc1c(-c2ccc(F)cc2)nc(-c2ccccc2)[nH]c1=O	3.3%	2.2%	?	-4.9%	61.6%
32	O=C(Nc1ccc2c(c1)OCCO2)c1ccco1	-14.4%	0.4%	0.8%	-10.8%	1.4%
33	O=C(NCc1ccc2c(c1)OCO2)c1ccc(N2CCCCCC2)c([N+](=O)[O-])c1	2.3%	1.3%	-1.2%	-7.3%	39.6%
34	CCN(CC)C(=O)Cn1c(=O)n(CCCC(=O)NCc2ccc3c(c2)OCO3)c(=O)c2sccc21	5.8%	1.8%	-0.5%	4.5%	-4.3%
35	COc1ccc(/C=N/Nc2nn3cnnc3c3ccccc23)cc1	-17.0%	8.2%	-4.9%	1.6%	-13.0%
36	O=C(NCC1([N+](=O)[O-])CN(C(=O)c2ccccc2)CN(C(=O)c2ccccc2)C1)c1ccccc1	-6.3%	0.7%	-4.5%	-6.5%	24.3%
37	O=C1Nc2ccc(Br)cc2C1(O)Cc1ccccn1 (stereo not given)	-3.0%	1.5%	-9.0%	-10.2%	0.6%
38	CCn1c(/C=C/N(C(C)=O)c2ccccc2)[n+](CCCS(=O)(=O)[O-])c2cc(Cl)c(Cl)cc21	-1.0%	0.1%	-0.5%	1.4%	-12.7%
39	CCCCN(C)C(=O)CCC(=O)Nc1ccc2nc(N3CCN(C)CC3)cc(C)c2c1	13.0%	1.5%	1.4%	1.9%	-3.2%
40	Cc1ccc(C2CCN(C(=S)Nc3cccc(C)c3)C2)cc1 (stereo not given)	-0.5%	3.7%	7.9%	-2.9%	74.1%
41	COc1ccccc1OCCSc1nc2ccccc2n1CC(O)CO (stereo not given)	-1.3%	6.0%	4.7%	-3.9%	-7.2%
42	CCCCNc1c([N+](=O)[O-])c(=O)n(C)c2ccccc12	-8.6%	1.5%	-8.2%	4.5%	-6.5%
43	Cc1ccc(NC(=O)c2nnn(-c3ccc4c(c3)OCCO4)c2N)cc1	8.3%	1.0%	5.2%	-1.1%	-2.9%
44	Cc1cccc(NC(=O)CSc2nnc(NC(=O)C3CCC3)s2)c1	-6.8%	2.4%	-8.3%	4.2%	19.7%
45	COc1ccccc1Nc1nc(N)nc(CSc2nc(C)cc(C)n2)n1	6.8%	7.1%	3.1%	3.8%	13.5%

No.	compound	H1N1 NS1A inhibition	VEEV TC-83 Vero	M. tuberculosis HTS	PhoP GFP inhibition	tuberculosis growth
46	O=C1C(O)=CC(=C(c2ccccc2)c2ccccc2)c2ccccc21	6.1%	6.5%	.	.	.
47	Cc1csc(NC(=O)c2ccccc2C(=O)O)n1	1.4%	4.0%	-1.4%	-2.4%	-1.6%
48	COc1cc(C(=S)N2CCOCC2)ccc1OS(=O)(=O)c1ccc(Cl)cc1	1.1%	0.5%	7.4%	-3.9%	24.8%
49	O=C(Nc1cnccc1C(F)(F)F)NC1CCCCC1	-6.8%	2.5%	-3.4%	5.6%	-0.4%
50	COc1ccnc(Oc2cc(Cl)cc(Cl)c2)c1C#N	.	i	0.5%	0.3%	-17.9%
51	COCCn1c(SCC(=O)c2ccc(F)cc2)nnc1C(C)C	0.1%	i	-1.9%	-6.5%	-1.2%
52	NP(=O)(OCC(F)(F)F)Oc1cccc2ccccc12 (stereo not given)	-8.3%	2.8%	4.4%	-4.4%	30.0%
53	COc1ccc(NC(=S)N2CCC(Cc3ccccc3)CC2)cc1OC	-2.3%	5.9%	-1.2%	4.3%	-1.0%
54	Cc1cc(F)ccc1S(=O)(=O)Nc1ccc(C(=O)N(C)Cc2ccco2)cc1	-3.6%	6.7%	1.3%	.	23.5%
55	COc1ccccc1Nc1ccc(NS(=O)(=O)c2ccc(C(C)=O)cc2)cc1	11.4%	i	0.9%	-1.1%	23.9%
56	CCOC(=O)c1ccc(S(=O)(=O)N2CCC(C(=O)O)CC2)cc1	3.8%	i	3.2%	6.8%	-1.0%
57	COc1ccc(-c2csc(NC(=O)C3CC(=O)N(Cc4ccccc4)C3)n2)cc1OC (stereo not given)	13.4%	6.4%	?	-3.9%	35.3%
58	COCCn1c(SCC(=O)Nc2nc(C)c(Cl)cc2Cl)nc2ccccc21	-0.2%	1.7%	3.3%	-12.9%	4.5%
59	Cc1ccc(N(CC(=O)NCc2ccc3c(c2)OCO3)S(C)(=O)=O)cc1	-4.7%	6.6%	1.4%	2.0%	5.8%
60	Cc1ccc(NC2=NC(c3ccccc3)n3c(nc(C)cc3=O)N2)cc1 (stereo not given)	1.1%	0.1%	-13.2%	-2.8%	9.7%

No.	compound	H1N1 NS1A inhibition	VEEV TC-83 Vero	M. tuberculosis HTS	PhoP GFP inhibition	tuberculosis growth
61	CC(C)C(C)(C#N)NC(=O)CSc1ncnc2sc(-c3ccccc3)cc12 (stereo not given)	-13.0%	1.1%	3.2%	-6.6%	7.7%
62	CCCCCCSc1ccc([C@H]2N[C@@](C)(C(=O)OC)[C@H]3C(=O)N(C)C(=O)[C@@H]23)cc1	-0.2%	i	-3.0%	4.5%	33.6%
63	Cc1ccc(/C=C/c2onc(C)c2S(=O)(=O)N2CCC(C(=O)N3CCN(C)CC3)CC2)cc1	-0.5%	45.5%	?	-8.7%	34.8%
64	O=S(=O)(c1cccc2nonc12)N1CCN(c2cccc(Cl)c2)CC1	15.1%	0.9%	10.8%	-6.1%	6.8%
65	COc1ccc(Nc2nc(Cl)c(C=O)s2)cc1	6.4%	2.4%	-1.6%	-4.3%	30.5%
66	O=C(CSc1nnc(NC(=O)c2cccc(Cl)c2)s1)NCC1CCCO1 (stereo not given)	-4.9%	6.8%	7.8%	-3.6%	?
67	N/C(=N\OC(=O)C1CCCCC1)c1cccnc1	7.2%	5.4%	-5.4%	2.3%	55.6%
68	COc1cc2c(C(=O)NCCN(C)C)cn(CC(C)C)c(=O)c2cc1OC	0.8%	i	3.9%	2.5%	-4.4%
69	CCC(C)[C@H]1CN=C(N)N1CCc1cccc(F)c1 (stereo not given in full)	1.7%	1.0%	3.4%	6.1%	9.7%
70	CCNc1ccc(C(=O)OCC(=O)N(Cc2ccccc2)C(C)(C)C)cc1[N+](=O)[O-]	8.7%	0.7%	3.4%	-6.0%	9.5%
71	CCCN1CCN(C2CCCCC2NS(=O)(=O)c2ccccc2)CC1 (stereo not given)	9.1%	i	-5.9%	-12.5%	-4.2%
72	O=C(O)c1ccc2c(c1)ncn2C1CCCCC1	8.1%	2.4%	-5.2%	-3.4%	1.2%
73	N#C/C(=C\c1ccc(Sc2ccc(Cl)cc2)o1)c1nc2ccccc2[nH]1	-2.1%	8.8%	1.2%	-18.7%	28.2%
74	O=C(Cc1sc(-c2ccccc2Cl)nc1-c1ccccc1)Nc1ccccc1	-1.1%	i	-3.3%	-10.5%	-14.5%
75	C[C@H](NC(=O)c1ccco1)C(=O)Nc1ccc(S(=O)(=O)N2CCCC2)cc1	-6.0%	i	-16.0%	-5.8%	-3.1%
76	O=C(N/N=C/c1ccc(Cl)cc1Cl)Nc1ccccc1	8.0%	i	-2.5%	-7.8%	-7.1%

Part of the list above, reformatted.
#69 CCC(C)[C@H]1CN=C(N)N1CCc1cccc(F)c1 (stereo not given in full)
#70 CCNc1ccc(C(=O)OCC(=O)N(Cc2ccccc2)C(C)(C)C)cc1[N+](=O)[O-]
#71 CCCN1CCN(C2CCCCC2NS(=O)(=O)c2ccccc2)CC1 (stereo not given)
#72 O=C(O)c1ccc2c(c1)ncn2C1CCCCC1
#73 N#C/C(=C\c1ccc(Sc2ccc(Cl)cc2)o1)c1nc2ccccc2[nH]1
Compound	69	70	71	72	73
H1N1 NS1A inhibition	1.7%	8.7%	9.1%	8.1%	-2.1%
VEEV TC-83 Vero	1.0%	0.7%	i	2.4%	8.8%
M. tuberculosis HTS	3.4%	3.4%	-5.9%	-5.2%	1.2%
PhoP GFP inhibition	6.1%	-6.0%	-12.5%	-3.4%	-18.7%
tuberculosis growth	9.7%	9.5%	-4.2%	1.2%	28.2%
